KCNH2 3.1 inh – inhibitors of human KCNH2 3.1 potassium channel isoform; U2OS KCNH2 3.1, thallium flux FluxOr; active compounds read low; activity change, % (tested at about 1.8 µM); 340,000 compounds, 0.95% hits; AID 720553;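 active = maximum activity change below -70%; inconclusive = maximum activity change from -70% to -50%; inactive = maximum activity change above -50%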;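 also: thallium influx rate constant from kinetic fluorescence after stimulation buffer; % is scaled to controls: 0 for no effect and ±100 for the full control effect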
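FluxOr-based Tl+ influx in U2OS cells transduced with KCNH2 3.1 virus; rate constants normalized to DMSO controls.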
TSHR antag – human thyrotropin receptor antagonism; TSHR-expressing cells, TSH-stimulated cAMP HTRF, 2 h; active compounds read low; 330,000 compounds, 0.2% hits; activity change, negative = inhibition, % at 11.5 µM;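 active = activity change below a set negative limit, meaning inhibition stronger than a set level, cut at about -70% in these data; inconclusive = activity change between two set negative limits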; also: % is scaled to controls: 0 for no effect and ±100 for the full control effect
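Freshly harvested TSHR cells receive pin-tooled compound, then EC80 TSH at 4nM final. After 2 hours at 37 deg C, antibody in lysis buffer and cAMP-d2 are added; 30 minutes at ambient temperature precede the HTRF read.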
Mito fusion yeast – inhibitors of mitochondrial division or activators of mitochondrial fusion; S. cerevisiae fusion-defective mutant growth rescue, CellTiterGlo 48 h; Potency, µM (titrated, usually from 46.1 µM), inactives show at the highest dose growth rescue (activation), usual class: activators; 320,000 compounds, 0.23% hits; AID 485298;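 also: potency is read from the fitted curve at half-maximal effect; % of control where 0% means no effect; nearly all actives have a fitted effect of over 45% in size; temperature-sensitive fusion mutants such as fzo1-1 at 37 °C on non-fermentable ethanol glycerol medium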
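Yeast fusion mutant, YPEG (non-fermentable carbon), compound, 48 h at 37C non-permissive; CellTiterGlo added, 10 min RT, luminescence read. Rescued growth = division inhibition.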
TCR act – T cell receptor activation. AID 504894. 330,000 tested, under 10 active. primary human leukocytes, anti-CD3, IL-2 HTRF, 48 h. Potency, µM (top dose mostly 9.22 µM), for the others: top-dose activation of IL-2 secretion, hits mostly activators; also: % of control where 0% means no effect
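HTRF read-out of IL-2 secretion: europium cryptate donor excited at 320nm, d2 acceptor emission at 665nm. Cells were primary human leukocytes incubated 48 hr with compounds and a-CD3 beads, supplying TCR signal only.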
A-T KAP1 phos – candidate therapy for ataxia-telangiectasia; […] A-T fibroblasts, KAP-1 phosphorylation AlphaLISA; neocarzinostatin DNA damage 30 min before lysis; Potency, µM (series often up to 57.5 µM), for inactives: top-dose activation, actives largely listed as activators; 320,000 compounds, 0.19% hits; AID 485349; also: potency is read from the fitted curve at half-maximal effect; % of control where 0% means no effect; nearly all actives have a fitted effect of over 45% in size
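hTERT-immortalized A-T patient fibroblasts ([…]), 500 cells/well in OPTI-MEM, 1% FBS, got compounds for 60 min, then NCS for 30 min at 37C. Lysates were then assayed for phospho-KAP-1 by AlphaLISA (anti-pKAP1 donor, anti-KAP1 acceptor beads), 6 hr at 25C.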
Eya2 inh – inhibitors of human Eya2 phosphatase activity; O00167; 330,000 compounds, 0.006% hits; AID 488837; recombinant Eya2, OMFP fluorescence dephosphorylation (OMFP is methylfluorescein phosphate); Potency, µM (series often up to 76.9 µM), inactives show top-dose activity, negative = inhibition, hits mostly inhibitors; also: potency is read from the fitted curve at half-maximal effect; % is scaled to controls: 0 for no effect and ±100 for the full control effect
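Eya2 protein (added as 0.2 uM solution) was preincubated with compound for 10 min at ambient temperature in 50 mM HEPES pH 7.5, 50 mM NaCl, 5 uM MgCl2, 0.05% BSA, 1 mM DTT. OMFP (added at 50 uM) then reacted 10 min; fluorescence read at 485/525 nm.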
USP2a block – blocks human ubiquitin-specific protease USP2a | Potency, µM (doses to about 38.3 µM), for inactives: top-dose activity change, negative = inhibition, usual class: inhibitors | AID 463254 | 330,000 compounds, 0.01% hits | USP2 core, Ub-CHOP2 coupled fluorogenic reporter, 485/531 | O75604;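 also: potency is read from the fitted curve at half-maximal effect; plate controls were DMSO wells for no effect and full inhibition by NEM control for full effect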
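Cell-free coupled assay: 10nM USP2 core preincubated 30min RT with compound in Tris-HCl pH 8.0/CaCl2/CHAPS buffer, then 25nM Ub-CHOP2 and 25nM reporter substrate; fluorescence (Ex 485/Em 531) read after 60min RT, normalized to NEM inhibition, concentration-response curves fitted.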
KCNH2 WT inh – blocks the wildtype human KCNH2 potassium channel; U2OS, BacMam KCNH2, thallium flux FluxOr; active compounds read low; Q12809; AID 720551; activity change, % at 1.84 µM; 340,000 compounds, 0.37% hits;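 active = maximum activity change below -70%; inconclusive = maximum activity change between -70% and -50%; inactive = maximum activity change above -50%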; also: % is scaled to controls: 0 for no effect and ±100 for the full control effect
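U2OS cells were transduced with wild-type KCNH2 virus (2.03 x 10^8 / mL) for 4 h at room temperature, then cultured overnight at 37 C. Thallium flux was read with FluxOr dye. Rate constants were normalized to DMSO controls.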
ELG1 repair inh – inhibitors of ELG1-dependent DNA repair in HEK293T cells. HEK293T ELG1-luciferase reporter, luminescence, 16 h; DNA damage induced by 5-fluorouridine. Potency, µM (doses to about 46.1 µM), for inactives: at the highest dose activity change, negative = inhibition, usual class: inhibitors. 330,000 compounds, 2.3% hits; also: potency is read from the fitted curve at half-maximal effect; % is scaled to controls: 0 for no effect and ±100 for the full control effect; nearly all actives have a fitted effect of over 55% in size
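Cells (2,000 per well) received 5-fluorouridine plus test compound or DMSO and were incubated 16 hr at 37 °C, 5% CO2. Luciferase activity was read by luminescence 30 min after ONE-Glo addition; signal suppression marked inhibition of damage-induced ELG1 function.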
TRPV1 ag – agonists of human vanilloid receptor 1 (TRPV1). Q8NER1. TRPV1-expressing cells, Fluo-8 calcium influx, agonist mode. activation, % at 8.33 µM. 320,000 compounds, 0.19% hits; in the data active = activation above about 80%; inconclusive = between about 30% and that limit; also: 0% is about no effect
Target sequence (Q8NER1 whole entry, looked up): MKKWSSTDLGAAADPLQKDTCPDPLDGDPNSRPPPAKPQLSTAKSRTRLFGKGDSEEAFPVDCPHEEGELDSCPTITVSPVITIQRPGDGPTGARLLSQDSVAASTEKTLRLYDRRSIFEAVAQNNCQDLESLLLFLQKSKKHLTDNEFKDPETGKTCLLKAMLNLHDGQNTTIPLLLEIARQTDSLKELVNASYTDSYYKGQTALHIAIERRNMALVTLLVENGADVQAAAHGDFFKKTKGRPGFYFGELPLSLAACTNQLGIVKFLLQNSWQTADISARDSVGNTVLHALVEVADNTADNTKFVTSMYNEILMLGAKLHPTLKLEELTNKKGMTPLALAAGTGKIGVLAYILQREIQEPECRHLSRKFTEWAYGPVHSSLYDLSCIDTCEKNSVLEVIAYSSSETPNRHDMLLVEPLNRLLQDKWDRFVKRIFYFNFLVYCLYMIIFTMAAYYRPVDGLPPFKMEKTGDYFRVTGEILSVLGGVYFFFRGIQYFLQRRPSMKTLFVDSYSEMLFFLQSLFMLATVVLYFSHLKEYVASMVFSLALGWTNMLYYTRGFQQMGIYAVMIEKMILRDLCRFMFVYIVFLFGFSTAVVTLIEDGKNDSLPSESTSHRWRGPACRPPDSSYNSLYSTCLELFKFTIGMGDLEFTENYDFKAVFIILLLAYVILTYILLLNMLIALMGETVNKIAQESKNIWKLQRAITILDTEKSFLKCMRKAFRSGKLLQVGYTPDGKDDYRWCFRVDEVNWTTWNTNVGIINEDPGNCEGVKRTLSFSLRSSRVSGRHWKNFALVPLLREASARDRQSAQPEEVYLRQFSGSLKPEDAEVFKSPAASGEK
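Fluo-8 calcium influx in TRPV1-expressing cells, kinetic read (ex 480/em 520 nm). Compound added and read 3 min for agonist activity, followed by capsaicin at EC20 final and 2 min further read for enhancement.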
Numbers without * were called inactive; u = inconclusive; x = no result given; [ ] = dose if it differs, or a comment. Unless noted, calls follow the shape of the dose curve; as a rule, active = well fitted curve in the direction sought with a large enough effect; inconclusive = small, poorly fitted or top-dose-only effect, or another doubt; inactive = no such curve, though single readings can be large; an effect the other way counts as inactive or inconclusive.

Order of values: KCNH2 3.1 inh | TSHR antag | Mito fusion yeast | TCR act | A-T KAP1 phos | Eya2 inh | USP2a block | KCNH2 WT inh | ELG1 repair inh | TRPV1 ag
CCc1cccc(NC2c3ccccc3C(=O)N2c2cccnc2)c1 (stereo not drawn)
 : 2.4 | -1.6 | 2.6% | -8.1% | 3.7% | 5.7% | 0.8% | -2.0 | 0.1% | -2.2
CCN(CC)CCCN1C(=O)CSC1c1ccc([N+](=O)[O-])cc1 (stereo not drawn)
 : -40.6 | -7.5 | 5.5% | 1.1% | 1.6% | 2.9% | -4.1% | 33.0 | -1.6% | 1.0
COc1cccc(Cn2cccc(NC(=O)Nc3ccc(C#N)cc3)c2=O)c1
 : 2.9 | -9.5 | 0.3% | -0.7% | -5.7% | -6.1% | 0.3% | -13.7 | -14.9% | 15.2
CCOC(=O)Cc1csc(NC(=O)Nc2ccc(Cl)cc2)n1
 : 0.5 | -4.2 | 3.6% | 1.9% | -2.0% | -6.1% | 1.1% | -3.5 | 18.3µM* | 16.3
CC(C)(C)C1CCC(C(=O)OCC(=O)N2CCN(C(=O)c3ccco3)CC2)CC1 (stereo not drawn)
 : 2.9 | -2.2 | -8.0% | -4.1% | -3.6% | -16.6% | 3.3% | 3.3 | 1.1% | u
CCCc1oc(C(=O)O)cc1CN1CCCC1
 : -9.0 | 2.9 | -0.3% | -1.3% | 1.8% | 7.4% | 1.4% | 6.8 | -0.5% | 3.3
Cc1cccc(OCC(=O)NNc2c3ccccc3nc3ccccc23)c1
 : 6.3 | -3.0 | 2.2% | -4.4% | -8.7% | -11.7% | -0.5% | 7.9 | 14.6µM* | 9.9
CCNC(=O)COc1ccc(Br)cc1Cl
 : -9.5 | -8.0 | 2.7% | 1.1% | -13.5% | 11.4% | 0.6% | -18.4 | u | x
Cn1c(=O)c2c(nc(NCCO)n2CCCc2ccccc2)n(C)c1=O
 : -4.2 | 25.1 | -2.8% | -2.4% | -20.6% | 4.3% | -1.3% | -5.7 | 20.6µM* | 1.7
COC(=O)C1CCCN1C(=O)COc1ccc(Br)cc1Cl (stereo not drawn)
 : 6.2 | 0.3 | 2.8% | -2.9%[46.1 µM] | 6.5% | 0.7% | 2.3% | -0.8 | 15.1% | 6.7
COc1ccc(C(=O)CC(=O)C(=O)Nc2ccccc2OC)cc1
 : 9.5 | 12.3 | 1.2% | 1.2% | -8.8% | -2.8% | 1.2% | -0.9 | u | 1.7
Cc1cc(C)nc(/N=C(\N)Nc2ccc(S(=O)(=O)Nc3nc(C)cc(C)n3)cc2)n1
 : x | 8.6 | -3.4% | x | -4.9% | 1.3% | 3.6% | x | 5.4% | -0.1
CC(=O)N1CCN(S(=O)(=O)c2ccc(S(=O)(=O)N3CCCC(C)C3)cc2)CC1 (stereo not drawn)
 : -4.7 | -5.1 | 2.4% | 5.5% | -2.3% | 10.6% | 0.5% | 0.5 | -5.2% | 0.8
O=C(Nc1ccc(Cc2ccncc2)cc1)c1ccc(Br)o1
 : 5.1 | -1.0 | 17.7% | 1.4% | -0.7% | -6.2% | 2.4% | 3.1 | u | u
CCC[C@@H](CNC)NC[C@H](Cc1ccccc1)NCCCCc1ccccc1
 : 7.2 | -0.5 | -15.5% | -5.1% | 4.2% | -14.2% | 2.7% | -2.5 | -19.1% | 7.5
Brc1ccc(-c2csc3[n+]2CCCCC3)cc1
 : -15.6 | 22.5 | u | -1.0% | -5.0% | 3.9% | -9.1% | 10.0 | u | -10.0
COC(=O)C1=C(C)NC(=O)NC1c1ccccc1Cl (stereo not drawn)
 : -4.2 | 9.7 | -0.1% | 5.7% | 13.2% | 1.8% | 2.1% | 10.7 | 5.8% | -0.4
CC(=O)C[C@H](O)CC(=O)[C@@H]1OC(=O)CCCCC/C=C/Cc2ccccc21
 : 5.2 | 4.6 | x | 3.8% | 2.8% | 2.0% | -1.8% | -15.0 | 14.8% | x
CCC(=O)N(CCc1ccc(S(N)(=O)=O)cc1)C1CC(=O)N(c2ccc(OC)cc2)C1=O (stereo not drawn)
 : 7.4 | 0.2 | -5.9% | 1.1% | -5.1% | 2.3% | 3.1% | 2.2 | -19.3% | -2.4
COc1ccc(S(=O)(=O)N2CCCC(C(=O)O)C2)cc1 (stereo not drawn)
 : 24.7 | -2.0 | 3.6% | -4.4% | 0.1% | -24.5% | 0.3% | -6.4 | 4.4% | 0.5
COc1ccc(C(=O)CSc2nnc(C3CCCCC3)n2N)c(OC)c1
 : -0.8 | 0.0 | -5.0% | -1.9% | -1.5% | -26.3% | 0.1% | -8.1 | 0.6% | 7.4
Cc1[nH]c(-c2ccc(F)cc2)cc1C(=O)N1CCN(c2ccc(Cl)cc2)CC1
 : u | -13.3 | -65.0%[inhibitor] | 2.9% | 0.8% | -10.2% | -1.0% | x | -27.8% | -1.2
CCCOc1cccc(C(=O)NCCNC(=O)c2cnccn2)c1
 : 0.6 | 4.3 | 6.7% | 0.8% | 6.9% | 8.4% | -4.9% | -1.2 | 4.1% | 2.0
Cc1nn(-c2ccc(C(=O)Nc3nnc(C4CC4)s3)cc2)c(C)c1Cl
 : -5.4 | -8.9 | 0.2% | -1.5% | 4.3% | -6.1%[15.4 µM] | 1.7% | -6.4 | -10.7% | -0.7
Cc1ccnn1-c1ccc(C(=O)NCc2ccccc2CN2CCOCC2)cc1
 : 10.9 | -8.7 | x | -5.6% | 8.4% | -3.3% | 2.1% | -10.2 | u | x
CCOC(=O)C1C(c2cccs2)NC(=O)N(C)C1(O)C(F)(F)F (stereo not drawn)
 : -7.7 | -1.1 | 1.5% | -4.1% | -1.3% | -2.4% | 0.6% | 10.4 | 0.5% | 0.4
CCOc1ccc(N2CC(C(=O)Nc3cccc(C(=O)NC4CC4)c3)CC2=O)cc1 (stereo not drawn)
 : -5.4 | 75.0 | -1.6% | -2.9% | -0.1% | 2.5% | -1.3% | -3.4 | 2.9% | 1.0
CNc1nc(Nc2ccc(Br)cc2)nc(N)c1[N+](=O)[O-]
 : -7.1 | -0.9 | 1.3% | -2.4%[46.1 µM] | 5.8% | -4.3% | 2.3% | -6.3 | u | -10.9
Cc1cc2oc(=O)cc(CN3CCCc4ccccc43)c2cc1C
 : -6.0 | 15.0 | 11.5% | -3.4% | x | -0.9% | 2.1% | -5.5 | u | 20.4
N#Cc1c(Cl)c(Cl)c2nnc(-c3ccc(Br)cc3)n2c1Cl
 : x | -12.4 | 3.3% | x | -2.3% | -19.8% | -1.1% | x | 11.8% | -0.5

New compounds follow.
Order of values: KCNH2 3.1 inh | TSHR antag | Mito fusion yeast | TCR act | A-T KAP1 phos | Eya2 inh | USP2a block | KCNH2 WT inh | ELG1 repair inh | TRPV1 ag
COc1ccc(NC(=O)c2cc(Cl)ccc2NC(=O)c2ccco2)c(OC)c1
 : -70.1* | -15.2 | 2.0% | -8.4% | x | -7.8% | -0.3% | -81.8* | u | 5.1
CCOC(=O)N1CCN(C(=S)Nc2ccc(C)c(C)c2)CC1
 : 5.3 | 10.0 | -13.2% | -2.6%[46.1 µM] | 6.9% | 1.0% | 5.4% | 5.1 | 2.9% | 3.0
Cc1ccc(CCN2CC(C(=O)N3CCN(c4ccc(F)cc4)CC3)CC2=O)cc1 (stereo not drawn)
 : 28.2 | -6.1 | -0.8% | 2.9% | 0.6% | -1.5% | -1.0% | -0.2 | -5.8% | 1.4
COC(=O)Cn1cnc2c(C#N)c3n(c2c1=O)CCCCC3
 : -0.1 | 9.3 | -5.2% | 1.5% | 10.4% | 8.8% | 3.1% | -22.4 | -1.7% | -1.0
CCN(CC)S(=O)(=O)c1ccc(Oc2ccc(S(=O)(=O)N(CC)CC)cc2)cc1
 : 12.3 | u | 0.1% | 5.1% | -0.1% | -17.5% | -2.2% | 10.3 | u | 4.7
CC(=O)c1c(C)[nH]c(C(=O)OCC(=O)Nc2cccc(S(=O)(=O)N(C)C)c2)c1C
 : 7.6 | -0.5 | 1.6% | 3.3% | 8.1% | -5.1% | 4.1% | -12.5 | 13µM* | 0.0
O=c1c2c3c(sc2nc2n1CCCC2)CCCCC3
 : -3.7 | 23.7 | u | 3.7% | -2.3% | 0.5% | 1.0% | 1.9 | u | 20.1
COc1ccccc1OCC(=O)NNC(=O)c1ccc(F)c(S(=O)(=O)N2CCOCC2)c1
 : 4.7 | 4.4 | x | 7.0%[46.1 µM] | 1.3% | -6.7% | -0.9% | -0.2 | 18.0% | x
O=C(CN1CCCc2ccccc21)NCCc1ccc(Cl)cc1
 : -7.0 | -10.6 | -2.9% | -3.7% | 6.5% | 6.2% | -3.7% | 0.7 | -8.7% | -2.5

Screens (PubChem BioAssay)

A portion of the library (hit frequency here may not be typical).
